# KCNH2 WT inh – KCNH2 (human, wildtype) channel inhibition; Q12809; U2OS, BacMam KCNH2, thallium flux FluxOr; stronger effect = lower value; activity change, % at 1.84 µM; hit rate 0.37% among 340,000; AID 720551;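 active = maximum activity change below -70%; inconclusive = maximum activity change between -70% and -50%; inactive = maximum activity change above -50%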; note: % is set by controls: 0 for no effect and ±100 for the full control effect
#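 U2OS cells transduced with wild-type KCNH2 virus are loaded with FluxOr dye for 45 min, and thallium flux is measured in kinetic reads before and after stimulation buffer. Rate constants are normalized to DMSO controls.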
# Tb PFK block – T. brucei PFK enzyme inhibition; O15648; T. brucei PFK, ADP-Glo luminescence; Potency, µM (top dose mostly 57.5 µM), without a hit: top-dose activity, negative = inhibition, hits mostly inhibitors; hit rate 0.17% among 330,000; AID 485367;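 note: potency is the fitted concentration of half-maximal effect; 0% = uninhibited 1x PFK enzyme wells and -100% = no-enzyme wells; nearly all actives have a fitted effect of over 60% in size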
#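 Luminescent ADP detection (ADP-Glo, two-step: ATP depletion then ADP-to-ATP conversion for luciferase) reported PFK activity after 45 min room-temperature reaction of 1.25 nM enzyme with 0.5 mM F6P and 0.1 mM ATP at pH 8.0.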
# CXXC DNA block – inhibitors of human MLL CXXC domain-DNA interaction. Q03164. Potency, µM (highest dose often 115 µM), for inactives: at the top dose activity change, negative = inhibition, actives largely listed as inhibitors. AID 2662. MLL-CXXC / FITC-HOXA9 DNA fluorescence polarization. hit rate 0.037% among 290,000; active = well fitted inhibition curve with a large enough effect in the polarisation, with a control signal flat, not every such curve was filed as active; inconclusive = small, poorly fitted or top-dose-only effect, or effect the other way, or a change in a side signal; inactive = no such curve, though single readings can be large or run the other way; the % refers to the polarisation; note: potency is the fitted concentration of half-maximal effect
#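 Fluorescence polarization: 7 uM MLL-CXXC (stock) preincubated 5 min with compounds, then 50 nM fluorescein-HOX-A9 DNA (stock) added; 30 min ambient. Buffer 50 mM Tris-HCl pH 7.5, 50 mM NaCl, 1 mM DTT, 0.05% BSA.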
# GALK inh – galactokinase (human) inhibition. Purified GALK, Kinase-Glo residual ATP luminescence. P51570. hit rate 0.007% among 270,000. Potency, µM (titrated, usually from 57.5 µM), for the others: at the top dose activity change, negative = inhibition, most hits filed as inhibitors. AID 1868; note: potency is the fitted concentration of half-maximal effect; % is set by controls: 0 for no effect and ±100 for the full control effect
#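 Quantitative HTS: GALK 5 nM, ATP 35 uM, galactose 100 uM, 1 h room temperature, then luciferase-based ATP detection.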
# FBPA coupling cs – inhibits coupling enzyme system, counter-screen for aldolase hits | activity change, negative = inhibition, % at 58.2 µM, hits read low | hit rate 0.67% among 290,000 | coupling enzyme system counterscreen, AmpLite Red fluorescence; in the data active = activity change below about -30%; note: % is set by controls: 0 for no effect and ±100 for the full control effect
#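 Fluorescence at 525 nm excitation and 598 nm emission measured inhibition of the coupled detection system without aldolase. Compounds (at 57.5 uM final) were preincubated 10 min at room temperature with coupling enzyme reagent before a 20 min substrate/AmpLite Red step.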
# TCR activator – activates T cell receptor signaling; Potency, µM (doses to about 9.22 µM), inactives show at the top dose activation of IL-2 secretion, most hits filed as activators; AID 504894; primary human leukocytes, anti-CD3, IL-2 HTRF, 48 h; 330,000 tested, under 10 active; note: % of control where 0% means no effect
#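 Using a-CD3 beads without co-stimulation, primary human leukocytes were exposed to compounds for 48 hr. An HTRF IL-2 kit measured the cytokine, with europium-to-d2 energy transfer producing emission at 665nm upon 320nm excitation.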
# TSHR antagonist – human thyrotropin receptor antagonism; AID 504810; activity change, negative = inhibition, % at 11.5 µM; hit rate 0.2% among 330,000; TSHR-expressing cells, TSH-stimulated cAMP HTRF, 2 h; stronger effect = lower value; P16473;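 active = activity change below a set negative limit, meaning inhibition stronger than a set level, cut at about -70% in these data; inconclusive = activity change between two set negative limits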; note: % is set by controls: 0 for no effect and ±100 for the full control effect
#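 Cell-based HTRF cAMP assay; TSHR cells + compound, TSH EC80 (4nM final), 2 h, 37 deg C. Lysis with anti-cAMP cryptate and cAMP-d2, 30 min RT, read 665/620 nm.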
# Chronic BCR inh – chronic active BCR signaling inhibition; AID 493014; ABC-DLBCL IkBa-CBG/CBR reporter, luminescence ratio, 4 h; hit rate 0.05% among 340,000; Potency, µM (series often up to 46.1 µM), for the others: at the top dose ratio change, negative = lower green/red ratio, most hits filed as inhibitors; active = well fitted inhibition curve with a large enough effect in the signal ratio, with a control signal flat, not every such curve was filed as active; inconclusive = small, poorly fitted or top-dose-only effect, or effect the other way, or a change in a side signal; the % refers to the signal ratio;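 note: potency is the fitted concentration of half-maximal effect; plate controls were basal doxycycline-induced cells for no effect and cells given 10 µM MG132 for full effect; MG132 reads +100%, hits lower the ratio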
#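 TMD8 human ABC-DLBCL cells with doxycycline-inducible IκBα–green luciferase fusion and unfused red luciferase, in 0.5% FBS medium; compounds up to 46 uM, 4 h at 37C. Green/red luminescence ratio, filter-overlap corrected, fitted to concentration-response curves.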
# Giardia kill – Giardia lamblia killing. Giardia lamblia trophozoite viability. activity change, % at 7.66 µM, hits read low. hit rate 0.15% among 340,000. AID 540267; in the data active = activity change below about -80%; inconclusive = between about -30% and that limit;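 note: parasites exposed to compound for two days anaerobically before the ATP read; % is set by controls: 0 for no effect and ±100 for the full control effect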
#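 ATP-content bioluminescence gauges trophozoite survival. Cells (100/well) receive compound and incubate anaerobically for 48 hrs at 37 deg C; detection reagent follows for 15-30 min at room temperature.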
# A-T KAP1 phos – potential ataxia-telangiectasia treatment. […] A-T fibroblasts, KAP-1 phosphorylation AlphaLISA; neocarzinostatin DNA damage 30 min before lysis. Potency, µM (top dose mostly 57.5 µM), without a hit: top-dose activation, most hits filed as activators. hit rate 0.19% among 320,000; note: potency is the fitted concentration of half-maximal effect; % of control where 0% means no effect; nearly all actives have a fitted effect of over 45% in size
#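 ATM-like activity read as KAP-1 phosphorylation via AlphaLISA donor/acceptor antibody pairs after lysis and 6 hr at 25C. Cells were ATM-null patient fibroblasts ([…], hTERT), dosed 60 min, then exposed to the DSB inducer NCS for 30 min.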
# Active calls of the source: *; u = inconclusive; x = no result given; & = joins results of further samples; [ ] = remark or other dose. Unless noted, calls come from the whole dose curve; as a rule, active = well fitted curve in the direction sought with a large enough effect; inconclusive = small, poorly fitted or top-dose-only effect, or another doubt; inactive = no such curve, though single readings can be large; an effect the other way counts as inactive or inconclusive.
SMILES,KCNH2 WT inh,Tb PFK block,CXXC DNA block,GALK inh,FBPA coupling cs,TCR activator,TSHR antagonist,Chronic BCR inh,Giardia kill,A-T KAP1 phos
CCSc1nnc(CNC(=O)c2ccccc2F)n1-c1ccccc1OC,-4,-2%,-5%,0%,-2,-2%,-9,-5%,-15,6%
CN(C)NC(=S)NC1CCS(=O)(=O)C1 (stereo not drawn),0,1%,18%,-1%,2,0%,14,4%,9,7%
Cc1c(C)c2c(OCC(=O)N[C@@H](C)C(=O)O)cc3c(c2oc1=O)CCC(C)(C)O3,-14,5%,-3%,-1%,8,-2%,-5,0%,7,3%
Cc1cc(OCCN2CCOCC2)ccc1C(C)C,-16,-1%,6%,-1%,0,7%,-6,4%,-1,20%
COc1ccc(NC(=S)N2CCN(C(c3ccccc3)c3ccccc3)CC2)cc1OC,-3,0%,0%,-1%,2,3%[46.1 µM],-7,u,14,-2%
CCc1nnc(SCC(=O)NC2CCCC2)nc1CC,-15,0%,1%,0%,-1,5%,-5,4%,-15,x
O=C(O)CSCC(=O)NCc1c(Cl)cccc1Oc1ccccc1,-3,-4%,-5%,x,6,-6%,1,u,-11,6%
CCc1c(C)nc2ncnn2c1NCCc1ccccc1,-2,-2%,-12%,1%,2,x,-15,0%,2,-2%
COc1cccc(C(=O)N2CCN(Cc3ccc(OC)cc3OC)CC2)c1,14,-22%,-3%,0%,-4,4%,12,-26%,22,5%
COc1ccc(OC)c(NC(=O)c2sc3nc(Cc4ccccc4)cc(C(F)(F)F)c3c2N)c1,-1,-2%,u,1%,-3,-5%,18,9%,4,9%
CCN1CCN(S(=O)(=O)c2cccc(S(=O)(=O)N3CCOCC3)c2)CC1,-1,20%,0%,-3%,3,4%,6,19%,0,1%
Cc1ccc(CN2C(=O)CCC2C(=O)NC2CCCC2)cc1 (stereo not drawn),1,-1%,8%,-4%,2,0%,8,u,5,5%
Cc1ccc(NC(=O)c2ccc(S(=O)(=O)NCc3ccco3)cc2)nc1,10,0%,x,x,x,3%,-8,11%,25,2%
Cc1ccc(-n2c(CNc3ccc(F)cc3)nnc2SCC(=O)O)cc1,-23,-4%,3%,1%,-2,1%,35,-15%,-6,5%
COc1ccc(CN2CC(C(=O)NCCCOC(C)C)CC2=O)cc1 (stereo not drawn),1,2%,4%,4%,3,-2%,-4,2%,2,2%
NC(=O)NC1NC(=O)NC1=O (stereo not drawn),-1,0%,-1%,4%,2&0,3%,-1,-3%,7&2,10%
Cc1ccc(C(C)C)cc1OCCn1cncn1,-15,3%,0%,0%,1,x,-7,-1%,-4,25%
C=CCc1ccccc1OCC(O)CN1CCN(Cc2ccc3c(c2)OCO3)CC1 (stereo not drawn),19&27,-1%&-6%,0%&11%,1%&0%,0&-1,0%&13%,-3&-4,u,-10&-14,8%&5%
O=C(c1ccccc1S(=O)(=O)NCc1ccccc1)N1CCCC1,3,7%,-4%,1%,0,-1%,-3,u,-18,3%
Nc1nnc(COc2ccccc2)s1,4,1%,-1%,1%,5,-4%[46.1 µM],28,2%,-11,-2%
CCCOc1ccccc1NC(=O)c1ccc(N)cc1,0,-2%,1%,-1%,4,x,-9,-7%,-10,-5%
CCn1nc(NS(=O)(=O)c2ccccc2)c2cc3ccccc3nc21,-11,2%,8%,-2%,x,-5%,-16,2%,u,-6%
COc1cc(OC)c(OC)cc1/C=C1\CCC(C2CCCC2)C1=O (stereo not drawn),-3,0%,7%,4%,-6,-6%,-2,3%,9,5%
CC1=NNC(=O)C1CC(=O)N/N=C(\C)c1ccco1 (stereo not drawn),6,-4%,3%,0%,-2,0%,-5,10%,2,0%
CCOC(=O)Cn1c(-c2ccc(OC)cc2)c(-c2ccc(OC)cc2)nnc1=O,-8,-11%,-7%,1%,8,1%,-10,2%,11,6%
O=C(c1ccccc1)N(Cc1ccccc1)Cc1ccccc1,8,0%,6%,3%,5,-1%,17,6%,-10,29%
O=C(NC1CCN(Cc2ccccc2)CC1)c1ccc(Cn2c(=S)[nH]c3ccc(N4CCOCC4)cc3c2=O)cc1,-5,-9%,24%,4%,5,-2%,3,u,-1,1%
Cc1cc(Br)c(NC(=O)CN(C)CCOc2ccccc2)c(Br)c1,2,-1%,-2%,-1%,-1,-2%,-16,1%,-13,15%
CC[C@]1(c2ccccc2OC)C(=O)N(C(=O)OC)N1C(=O)OC,36,-3%,-7%,x,1,7%,49,5%,-16,9%
Cc1ccc(-c2nnc(N3CCN(C(=O)CN4CCOCC4)CC3)c3ccccc23)cc1,10,1%,-3%,1%,4,1%,-2,2%,-3,-7%
CCOC(=O)N1CCC(N2CCN(S(=O)(=O)c3ccc(Cl)cc3)CC2)CC1,11,-12%,9%,-6%,-4,-4%,16,u,-11,-2%
CCc1cc(=O)oc2c(C)c(OCC(=O)NCCCN3CCCC3=O)ccc12,-5,-8%,28%,1%,-5,-4%,8,0%,-16,0%
O=c1/c(=C\c2cccn2-c2ccccc2)sc2nc3ccccc3n12,4,-4%,4%,3%,-2,0%,13,3%,-8,-2%
Fc1ccc(NC(=S)Nc2cccnc2)c(Cl)c1,-3,-2%,-13%,0%,5,-1%,6,-4%,13,-4%
Cc1c(CN(C)CCc2ccccc2)c(=O)n(-c2ccccc2)n1C,-1,-5%,-1%,0%,-1,-4%,15,2%,19,4%
O=C(CSc1nc(C(F)(F)F)cc(=O)[nH]1)NCc1ccc2c(c1)OCO2,-12,-1%,x,x,x,9%,4,7%,6,6%
CC(=O)N(NC(=O)c1ccccc1Cl)C1CC(=O)N(c2ccc(C)cc2)C1=O (stereo not drawn),-15,4%,0%,-1%,x,4%,-34,9%,-9,-2%
Cc1cc(=O)oc2cc(OC(=O)CCCCCN3C(=O)c4ccccc4C3=O)ccc12,31,-1%,-5%,x,1,-21%,6,u,12,-9%
CCCn1nnc(NC(=S)NC(=O)C(C)(C)C)n1,-3,-7%,-3%,-2%,-4,1%[46.1 µM],16,-7%,-7,-6%
COc1ccc(Cl)cc1NC(=O)CN(C)C(=O)C12CC3CC(CC(Cl)(C3)C1)C2,-1,3%,5%,-1%,x,7%,-1,u,6,-2%
COc1ccc(OCc2nnc(SCC(=O)Nc3ccc(C)cc3)o2)cc1,2,-20%,u,12%,1,2%,36,5%,-12,9%
O=C(Nc1ccc2c(c1)OCCO2)c1ccccc1F,-5,-10%,5%,3%,1,-8%,5,u,u,17%
COc1cccc(OC)c1C(=O)N1CCNCC1,0,0%,3%,3%,5,-2%,2,5%,-8,1%
Cc1ccc2nc(Cl)c(/C=N/NC(=O)[C@H]3C[C@@H]3c3ccccc3)cc2c1,-6,-1%,15%,-3%,-2,1%[46.1 µM],-5,-5%,1,-6%
COc1ccc(CCNC(=O)CNCC2CCCO2)cc1OC (stereo not drawn),10,-19%,-10%,0%,-2,5%,33,-1%,-4,7%
O=C(O)CCCC(=O)Nc1ccc2c(c1)oc1ccccc12,1,1%,-1%,2%,1,-1%,6,u,9,-16%
CC(C)C(=O)Nc1ccc(C(=O)NCc2cccnc2)cc1,-1,-2%,8%,-4%,-3,-1%[46.1 µM],-1,4%,7,3%
Cc1nn(-c2ccccc2)c(-c2ccccc2[N+](=O)[O-])c1C(=O)O,-8,-1%,-8%,-1%,-12,2%,-9,-4%,3,11%
COc1ccc(C(=O)Nc2ccnn2C2CCN(Cc3cn(C)nc3C)CC2)cc1,-6,-1%,-4%,4%,x,-1%,5,-1%,-19,-8%
NC(=S)Nc1cccc2[nH]ncc12,2,1%,-3%,3%,2,1%,7,13%,-20,-1%
CCc1cc2c(=O)oc(-c3ccc(F)cc3)nc2s1,4,0%,7%,8%,2,4%,-2,u,14,1%
CCCCn1c(N)c(N(CCOC)C(=O)C2CCN(C(=O)c3ccccc3C)CC2)c(=O)[nH]c1=O,0,-8%,x,x,x,-2%,6,-12%,28,7%
COc1cc2nc(N(CCCN(C)C)C(=O)c3ccc(C(=O)c4ccccc4)cc3)sc2cc1OC,27,-5%,x,x,x,1%,4,11%,-4,-5%
CCOc1ccc(C(=O)N[C@H](C(=O)Nc2ccc(OC)c(S(=O)(=O)N3CCOCC3)c2)C(C)C)cc1,20,-10%,0%,0%,-2,-1%,1,-6%,-1,-5%
Cc1cc(C)nc(NC(=O)NC(=O)c2ccccc2)n1,-14,1%,7%,-4%,x,5%,-9,1%,2,8%

# Source: PubChem BioAssay

# Rows were taken by chance. Share with any hit: about 1.6%.
